# Bioassay records as filed in PubChem.
# INS promoter inh: inhibitors of insulin promoter-driven GFP, primary screen, imaging, TRM-6 cells (human fetal islet line), eGFP reporter, cell count. inhibition, % at 2 µM. reporter expression induced with tamoxifen. AID 1273, 2008. 130,000 tested, 0.9% active;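 active = inhibition above the mean plus 3 SD, with well images judged a real hit on visual review, cut at about 60% in these data, passing the limit was not always enough; inconclusive = inhibition over the cutoff but images rejected on review; inactive = inhibition not above the cutoff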
# SDO1 yeast rescue: growth rescue of sdo1-depleted yeast, primary screen, S. cerevisiae, bone marrow failure model | z-score at 10 µM | S. cerevisiae sdo1-depleted JHY4D growth rescue, OD600 30 h; active compounds read high; pdr5 snq2 efflux-pump mutant strain | 140,000 tested, 0.21% active;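 active = z-score above 3 at both the 24 hr and the 30 hr optical density reads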;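 note: z-score against mean and SD of all compound wells on the same plate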
# SDO1 yeast rescue Rescue 24 h: further read-out of SDO1 yeast rescue, marked with its call; z-score; S. cerevisiae sdo1-depleted JHY4D growth rescue, OD600; measured here: growth rescue at 24 h;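 0 is the plate mean of compound wells and units are plate SD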
# Numbers without * were called inactive; ? = inconclusive; . = no result given. These rows are one share of the data (hit frequency here may not be typical).
SMILES,INS promoter inh,SDO1 yeast rescue,SDO1 yeast rescue Rescue 24 h
O=C1C=C(NCc2ccc(Cl)cc2)CCC1,.,0.54,0.08
S=C(NCCc1ccccn1)Nc1ccccc1,7,.,.
Oc1oc(-c2ccco2)nc1C=Nc1cccc(Cl)c1,.,-2,-1.7
Cc1cccc2cc(C(c3nnnn3CC3CCCO3)N3CCOCC3)c(=O)[nH]c12 (stereo not given),.,0.97,-0.12
Fc1ccc(CN2CCCCCCC2)cc1,-29,0.89,0.47
CCCSc1nnc(Cc2cc(=O)[nH]c(=O)[nH]2)n1-c1cc(C)ccc1C,.,1.7,2.3
CCOC(=O)CSc1nncc2ccc(OC)c(OC)c12,.,-0.09,-0.87
Cc1sc(NC(=S)NC(=O)c2ccccc2)c(C#N)c1C,-356,.,.
O=C1c2ccccc2C2=Nc3ccccc3SC(c3ccccc3F)C12 (stereo not given),.,-1.7,-0.67
CCCCOC(=O)Nc1nccs1,94*,-0.54,-0.38

# Five compounds already listed, ordered by formula weight, falling.
SMILES,INS promoter inh,SDO1 yeast rescue,SDO1 yeast rescue Rescue 24 h
Cc1cccc2cc(C(c3nnnn3CC3CCCO3)N3CCOCC3)c(=O)[nH]c12 (stereo not given),.,0.97,-0.12
Cc1sc(NC(=S)NC(=O)c2ccccc2)c(C#N)c1C,-356,.,.
Oc1oc(-c2ccco2)nc1C=Nc1cccc(Cl)c1,.,-2,-1.7
S=C(NCCc1ccccn1)Nc1ccccc1,7,.,.
CCCCOC(=O)Nc1nccs1,94*,-0.54,-0.38

# New compounds follow
SMILES,INS promoter inh,SDO1 yeast rescue,SDO1 yeast rescue Rescue 24 h
Cc1ccc(O)c(CNn2cnnc2)c1,?,0.9,0.53
CCOC(=O)Cc1c(C)nc2c(C#N)c[nH]n2c1=O,-46,-0.19,0.27
CCCSc1nnc(-c2cnn(-c3ccccc3)c2-n2cccc2)n1C,-71,-0.74,-1
O=C(Cc1cccc2ccccc12)NCCC1=CCCCC1,-22,-0.77,-0.75
COc1cc(C2SCC(=O)N2c2nnc(C34CC5CC(CC(C5)C3)C4)s2)cc(OC)c1OC (stereo not given),-35,-1.2,-1.2
COc1ccc(CCNCC(O)Cn2c3ccccc3c3ccccc32)cc1OC (stereo not given),-100,.,.
O=C(N/N=C/c1ccc(Cl)cc1Cl)C1CCN(c2ncc(C(F)(F)F)cc2Cl)CC1,0,0.68,1.3
COc1ccc(Nc2cccccc2=O)cc1,.,-0.44,-1.1
CCOC(=O)CSc1nc2ccccc2c(=O)n1CCCCCC(=O)NCc1ccco1,-94,-1.2,0.35
COC(=O)c1c(N2C(=O)[C@H]3[C@@H](C2=O)[C@]2(C(=O)Nc4c(C)cc(C)cc42)N2CCC[C@@H]32)sc(C)c1C,5,.,.
Cc1nn(C)cc1NC(=O)Cn1nc(C(F)(F)F)cc1C1CC1,-50,-0.16,-0.41
COc1ccc(Nc2ccc(N3C(=O)CCCC3=O)cc2[N+](=O)[O-])c(OC)c1,-47,0.51,0.6
Cc1cccc(NC(=O)CCC(=O)OCC(=O)c2ccc(Oc3ccc([N+](=O)[O-])cc3)cc2)c1,53,-1.4,-1.1
COC(=O)c1ccc(Cn2nc(C)c(Cl)c2C)o1,5,0.2,-0.47
COc1ccc(Cn2c(SCC(=O)NCc3ccco3)nc3ccsc3c2=O)cc1,.,-0.43,-0.61
CC(=O)Nc1nnc(-c2ccc(Cl)s2)o1,.,0.21,-1.1
S=C(Cc1cccnc1)N1CCOCC1,21,0.61,0.37
O=C(Nc1cccc2ccccc12)N1CCN(Cc2ccc3c(c2)OCO3)CC1,50,-0.4,-0.1
CCOc1ccccc1NC(=O)CSc1nnc(-c2ccco2)o1,.,1.1,0.13
CCOC(=O)c1cnc(SC)nc1Nc1cccc(F)c1,54,-0.84,0.09
CC1Cc2ccccc2N1C(=O)CSc1nnc(CNc2ccccc2)o1 (stereo not given),-26,-0.88,-0.83
O=[N+]([O-])c1cnc(N2CCCCC2)c([N+](=O)[O-])c1,.,0,-0.96
O=C(Nc1cc(=O)c2ccccc2o1)N1CCCCC1,23,0.19,-0.21
CC1CN(C(=O)N(C)C)CCN1C(=O)N(C)C (stereo not given),-77,1.1,1.1
COc1ccc(NC(=O)CSc2nnc(Cc3cccn3C)n2-c2ccc(C)cc2)cc1OC,.,0.37,0.06
C[C@H]([C@@H](N)C(=O)N[C@@H](C(=O)O)[C@@H]1O[C@H](n2ccc(=O)[nH]c2=O)[C@@H](O)[C@H]1O)[C@@H](O)c1ccc(O)cn1,0,0.7,1.4
Cc1onc(-c2ccccc2)c1C(=O)NC(=S)Nc1sc2c(c1C#N)CCCC2,.,0.31,0.55
O=c1oc2ccccc2c(N2CCCC2)c1[N+](=O)[O-],27,.,.
CCC(CC)NC(=O)c1cc(OC)c(OC)c(OC)c1,.,0.05,0.13
c1cc(CNC2C3CC4CC(C3)CC2C4)ccn1 (stereo not given),17,.,.
CCOc1cc(/C=N/NC(=O)COc2ccccc2C)ccc1OC(=O)c1cccs1,.,-1.3,-1.2
CCCCNC(=O)Cn1c2c(c(-c3ccccc3Cl)cc1=O)CCC2,.,0.51,1
O=C(Nc1nccs1)C1CC(=O)N(c2ccccc2Cl)C1 (stereo not given),-43,0.03,0.53
COC(=O)c1sccc1NC(=S)Nc1ccc(F)cc1,-26,2,1.6
C=CCc1cc(Cl)ccc1OCCN(C)C,-23,0.58,0.6
CCOC(=O)CC(=O)CSc1ccc2nnc(-c3cccc(F)c3)n2n1,.,0.06,-0.27
Nc1nnc(-c2cccc([N+](=O)[O-])c2)s1,-86,.,.
Cc1cccn2c(=O)c3cc(C(=O)NCCc4ccccc4)c(=N)n(CCCn4ccnc4)c3nc12,3,0.63,-0.15
Cn1c(=O)[nH]c(=O)c2c1nc(SCCN1CCCCC1)n2CCCc1ccccc1,.,0.36,0.56
CC1CCCCN1C(=O)c1ccc(S(=O)(=O)N2CCCCC2C)cc1 (stereo not given),.,0.71,0.92

# Compound profiles, from the list above. Order of values: INS promoter inh | SDO1 yeast rescue | SDO1 yeast rescue Rescue 24 h
# `CCOC(=O)CC(=O)CSc1ccc2nnc(-c3cccc(F)c3)n2n1` is listed with . | 0.06 | -0.27
# `C=CCc1cc(Cl)ccc1OCCN(C)C` is listed with -23 | 0.58 | 0.6
# `Cc1cccn2c(=O)c3cc(C(=O)NCCc4ccccc4)c(=N)n(CCCn4ccnc4)c3nc12` is listed with 3 | 0.63 | -0.15
# `O=C(Nc1nccs1)C1CC(=O)N(c2ccccc2Cl)C1` (stereo not given) is listed with -43 | 0.03 | 0.53
# `Cn1c(=O)[nH]c(=O)c2c1nc(SCCN1CCCCC1)n2CCCc1ccccc1` is listed with . | 0.36 | 0.56

# Next section.
SMILES,INS promoter inh,SDO1 yeast rescue,SDO1 yeast rescue Rescue 24 h
CCn1c2ccccc2c2cc(NC(=O)COC(=O)c3ccccc3Br)ccc21,-40,0.68,1.6
CCCC1OC23CCCCC2C(C#N)(C(=N)O3)C1(C#N)C#N (stereo not given),43,-0.6,-0.14
CC(=O)c1c(C)nc(-c2ccc(OCC(=O)Nc3ccc(F)cc3)cc2)n1O,29,.,.
CC1CN(C(=O)c2ccc(COCC(F)(F)F)o2)CC(C)O1 (stereo not given),29,0.18,-0.52
Cc1[nH]c2ccccc2c1C(=O)COC(=O)c1ccc([N+](=O)[O-])s1,45,.,.
O=C(NCC1CCCO1)c1ccc2c(=O)n(CC3CCCO3)c(=S)[nH]c2c1 (stereo not given),38,-0.08,-1
O=C(Cc1ccc(Br)cc1)Nc1ccccc1Sc1ccccc1,-17,-0.39,-0.38
O=C(CNC(=O)c1cccs1)NCCN1CCC(Cc2ccccc2)CC1,7,0.38,-0.15
C/C=C/C(=O)N1c2ccccc2C(C)=CC1(C)C,0,.,.
C=CCNc1nc(N2CCCC2)nc2ccccc12,79*,0.39,0.15

# A run of entries from further up:
SMILES,INS promoter inh,SDO1 yeast rescue,SDO1 yeast rescue Rescue 24 h
CCn1c2ccccc2c2cc(NC(=O)COC(=O)c3ccccc3Br)ccc21,-40,0.68,1.6
CCCC1OC23CCCCC2C(C#N)(C(=N)O3)C1(C#N)C#N (stereo not given),43,-0.6,-0.14
CC(=O)c1c(C)nc(-c2ccc(OCC(=O)Nc3ccc(F)cc3)cc2)n1O,29,.,.
CC1CN(C(=O)c2ccc(COCC(F)(F)F)o2)CC(C)O1 (stereo not given),29,0.18,-0.52
Cc1[nH]c2ccccc2c1C(=O)COC(=O)c1ccc([N+](=O)[O-])s1,45,.,.

# Carrying on.
SMILES,INS promoter inh,SDO1 yeast rescue,SDO1 yeast rescue Rescue 24 h
CC(C)=C1C(=O)NN(c2ccc(F)c(Cl)c2)C1=O,19,0.47,0.63
Cc1ccnc(SCCn2c(N3CCOCC3)nc3c2c(=O)n(C)c(=O)n3C)n1,-125,.,.
CCC1=NN(C(=O)C(=O)NCCc2ccccc2)C(O)(C(F)(F)F)C1 (stereo not given),20,1.5,0.77
COc1ccc(-c2noc(C3CCCN(C(=O)CCc4ccccc4)C3)n2)cc1 (stereo not given),-31,-1.6,-1.1

# In the list so far, 2 contain bromine:
SMILES,INS promoter inh,SDO1 yeast rescue,SDO1 yeast rescue Rescue 24 h
CCn1c2ccccc2c2cc(NC(=O)COC(=O)c3ccccc3Br)ccc21,-40,0.68,1.6
O=C(Cc1ccc(Br)cc1)Nc1ccccc1Sc1ccccc1,-17,-0.39,-0.38
